Screens deposited in PubChem BioAssay by National Center for Advancing Translational Sciences (NCATS).
D2 antag = D2 dopamine receptor (human) antagonism; HEK293 TREx D2 cells, calcium flux, dopamine EC80; inhibition, % at 10 µM; hit rate 2% among 340,000; AID 485344; in the data active = inhibition above about 30%; note: 0% is about no effect
Target sequence (P14416 whole entry, looked up): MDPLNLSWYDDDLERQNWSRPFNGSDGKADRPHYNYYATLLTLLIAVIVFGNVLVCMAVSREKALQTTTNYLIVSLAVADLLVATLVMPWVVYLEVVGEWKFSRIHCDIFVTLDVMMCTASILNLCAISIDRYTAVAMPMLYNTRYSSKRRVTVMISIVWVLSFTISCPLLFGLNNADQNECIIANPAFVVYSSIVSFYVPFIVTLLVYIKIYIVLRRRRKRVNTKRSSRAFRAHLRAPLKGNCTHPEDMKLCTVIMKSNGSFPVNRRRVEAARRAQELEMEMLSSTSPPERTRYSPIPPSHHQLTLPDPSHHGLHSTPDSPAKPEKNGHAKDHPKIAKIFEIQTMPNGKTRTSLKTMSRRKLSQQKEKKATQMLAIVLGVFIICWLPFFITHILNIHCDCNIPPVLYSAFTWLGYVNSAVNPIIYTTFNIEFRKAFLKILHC
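Compounds are added to dye-loaded, induced HEK293 T-REx cells coupled to calcium release via D2; after a 3 min kinetic read an EC80 dopamine stimulus is given and fluorescence is recorded for 3 more min.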
TrxR1 substrate = rat thioredoxin reductase 1 substrate activity; Potency, µM (series often up to 114 µM), for the others: at the top dose activity change, negative = substrate turnover; purified TrxR1 substrate turnover, NADPH consumption readout; hit rate 0.01% among 390,000; O89049; note: potency is the fitted concentration of half-maximal effect; % is set by controls: 0 for no effect and ±100 for the full control effect; nearly all actives have a fitted effect of over 50% in size
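Rat TrxR1, dispensed at 90 nM, was prereduced with 400 uM NADPH (final) for 5 min at ~22 deg C, then incubated with compound 15 min before 400 uM selenite. A first-read NADPH fluorescence drop versus no-compound background flagged substrates.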
PI4K2A block = blocks human PI4K2A kinase activity; purified PI4K2A, ADP-Glo luminescence, 1 h; hits give low values; activity change, negative = inhibition, % at 76.9 µM; hit rate 0.13% among 420,000; AID 1346378; in the data active = activity change below about -50%; inconclusive = mostly about -30% to -49%;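 note: -100% = wells without enzyme as full effect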
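In this quantitative HTS, ADP production by PI4K2A was quantified luminescently after 1 h at ambient temperature; 100 microM adenosine served as plate-quality control.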
mIDH1 inhibitor = blocks human mutant IDH1 R132H enzyme | O75874 | IDH1-R132H enzyme, NADPH consumption, diaphorase/resazurin fluorescence | Potency, µM (highest dose often 76.6 µM), inactives show at the top dose activity change, negative = inhibition, hits mostly inhibitors | hit rate 0.093% among 390,000 | AID 602179; note: potency is the fitted concentration of half-maximal effect; % is set by controls: 0 for no effect and ±100 for the full control effect; nearly all actives have a fitted effect of over 65% in size
Target sequence (O75874 whole entry R132H, stated change not applied): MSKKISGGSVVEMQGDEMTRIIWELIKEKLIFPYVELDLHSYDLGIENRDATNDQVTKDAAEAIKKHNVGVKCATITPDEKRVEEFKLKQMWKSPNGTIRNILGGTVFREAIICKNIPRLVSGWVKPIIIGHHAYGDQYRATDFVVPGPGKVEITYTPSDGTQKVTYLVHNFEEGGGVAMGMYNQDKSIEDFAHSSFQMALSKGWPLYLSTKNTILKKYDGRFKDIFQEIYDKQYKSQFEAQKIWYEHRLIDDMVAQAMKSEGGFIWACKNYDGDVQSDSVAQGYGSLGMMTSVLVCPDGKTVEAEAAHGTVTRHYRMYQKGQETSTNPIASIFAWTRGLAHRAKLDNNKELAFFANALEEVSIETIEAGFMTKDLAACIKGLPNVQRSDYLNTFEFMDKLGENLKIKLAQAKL
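IDH1-R132H (0.5 ug/mL) preincubated 30 min with compound, then NADPH (0.016 mM) and alpha-KG (2 mM) added; 80 min at RT, pH 7.5. Remaining NADPH coupled via diaphorase/resazurin to fluorescence (540/590 nm); concentration-response curves normalized to no-enzyme control.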
D2 agonist = agonists of human D2 dopamine receptor. P14416. HEK293 T-REx D2 cells, calcium flux agonist mode. activation, % at 2 µM. hit rate 0.53% among 340,000;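 active = activation over 3 SD above normal in the single-dose calcium agonist read, cut at about 30% in these data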; note: 0% is about no effect
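Calcium-flux readout, 1 cycle/sec over 180 s following compound pin transfer, in inducible HEK293 Trex D2 cells (force-coupled); dopamine controls included. Positive calcium responses during this window marked compounds as potential agonists.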
rTrxR1 inhibitor = rat TrxR1 inhibition; O89049; recombinant rTrxR1, NADPH fluorescence consumption, selenite substrate; Potency, µM (doses to about 114 µM), without a hit: at the highest dose activity change, negative = inhibition, actives largely listed as inhibitors; hit rate 1% among 390,000; note: potency is the fitted concentration of half-maximal effect; % is set by controls: 0 for no effect and ±100 for the full control effect; nearly all actives have a fitted effect of over 65% in size
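Rat TrxR1 (90 nM in the dispensed reagent) was pre-reduced with 400 uM NADPH for 5 min at room temperature, then incubated with compound for 15 min. After 400 uM selenite was added, NADPH fluorescence (Ex 340/Em 450 nm) was followed for 8 min.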
USP1 inh = blocks the human USP1/UAF1 deubiquitinase complex; O94782; recombinant USP1/UAF1, Ub-Rhodamine cleavage fluorescence; Potency, µM (titrated, usually from 57.1 µM), inactives show at the top dose activity change, negative = inhibition, most hits filed as inhibitors; hit rate 0.23% among 390,000; note: potency is the fitted concentration of half-maximal effect; % is set by controls: 0 for no effect and ±100 for the full control effect; nearly all actives have a fitted effect of over 60% in size; inactives centre near -12
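USP1/UAF1 complex at 1 nM was preincubated with compound for 15 min at room temperature, then Ub-Rho substrate (150nM final) was added. Fluorescence (480/540 nm) was read kinetically, 6 reads every 60 seconds.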
TRHR PAM = allosteric enhancers of human TRH receptor; hit rate 0.66% among 360,000; TRHR cells, fluo-8 calcium fluorescence, EC20 TRH enhancement; AID 493056; P34981; enhancement, % at 2 µM; in the data active = enhancement above about 30%; note: 0% is about no effect
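Enhancer read-out: after compound pinning and an initial kinetic agonist-mode read, an EC20 of TRH (10 nM final) was injected and fluo-8 calcium signal (Ex 480/Em 530) followed at 1 s/cycle for 100 cycles in TRHR-expressing cells.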
TRHR agonist = activates the human TRH receptor. TRHR cells, calcium flux fluo-8, FDSS agonist mode. hit rate 0.18% among 360,000. P34981. activation, % at 2 µM; in the data active = activation above about 30%; note: 0% is about no effect
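Fluo-8-loaded TRHR cells; 10 s baseline, compound added, kinetic Ca2+ fluorescence read 1/s, agonist mode.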
An asterisk follows results filed as active; ? = inconclusive; / = no result given; [ ] = remark or other dose. Unless noted, calls come from the whole dose curve; as a rule, active = well fitted inhibition curve with a large enough effect; inconclusive = small, poorly fitted or top-dose-only effect; inactive = no such curve, though single readings can be large or run the other way.

SMILES	D2 antag	TrxR1 substrate	PI4K2A block	mIDH1 inhibitor	D2 agonist	rTrxR1 inhibitor	USP1 inh	TRHR PAM	TRHR agonist
COc1ccc(NC(=S)NCc2ccc(Cl)cc2)c(OC)c1	2.3	-3.7%	-3.7	-7.3%	-0.5	6.3%	-11.8%	-2.3	-0.2
COc1ccc(NC(=O)c2sc3nc4c(cc3c2N)CCCCCC4)cc1	/	53.9%[activator]	-7.8	22.1%	-2.1	-0.3%	-25.8%	0.6	-1.1
CCOc1ccc(CN2CCNC(=O)C2CC(=O)NCc2cc(C)n(C)n2)cc1 (stereo unspecified)	4.6	1.0%	-2.9	6.2%	0.3	?	-21.2%	0.8	1.3
CC1(C)CC(=O)c2cc(OCC(=O)N3CCCCCC3)ccc2O1	23.3	166.9%[activator]	-4.8	-0.1%	-0.7	-9.5%	-20.4%	1.3	-0.2
CCOC(=O)Cn1cnc([N+](=O)[O-])n1	-2.3	0.8%	1.8	2.4%	0.1	-3.8%	-18.9%	-0.1	0.2
O=C(Cn1cnc2c(OCc3ccccc3)ncnc21)NCCCn1ccnc1	/	1.1%	0.6	-2.9%[38.3 µM]	/	14.8%	-22.9%	/	/
CC(C)(C)c1ccc(C(=O)NNc2cc(N3CCCCC3)nc(N3CCCCC3)n2)cc1	25.3	-11.7%	1.7	3.9%	1.3	-4.0%	-18.1%	5.0	0.3
OC(CN1CCN(Cc2ccccc2)CC1)c1ccccc1 (stereo unspecified)	/	9.9%	3.0	9.3%	/	19.3%[57.1 µM]	-15.8%	2.8	-1.5
COc1ccc(CCNC(=O)CCc2c(C)nc3c4cccnc4nn3c2C)cc1OC	/	10.0%	-5.8	4.6%	-0.2	4.2%	19.5%	-2.8	1.1
CC(CCc1ccccc1)NC(=O)CSc1n[nH]c(-c2ccccc2)n1 (stereo unspecified)	/	-1.5%[57.1 µM]	0.6	15.7%	-0.8	6.2%[57.1 µM]	-6.1%	-8.9	-0.1
CCOCCCn1c(SCC(=O)NC2CCCC2)nc2ccccc2c1=O	-19.8	4.4%[57.1 µM]	9.2	1.5%	0.3	13.6%[57.1 µM]	-9.0%	-2.0	-0.7
O=c1c2ccccc2nc(COc2ccccc2)n1/N=C/c1cc([N+](=O)[O-])ccc1O	-4.3	-3.7%	-5.6	-1.7%	0.5	-0.8%	-1.6%	-6.0	0.3
Cc1noc(C)c1C(=O)Nc1ccccc1N1CCCC1	3.9	-2.3%	8.7	6.1%	-0.9	8.0%	-18.1%	4.1	0.3
Cc1oc2c(c1C(=O)Nc1ccc(C(=O)O)cc1)CCCC2	-0.1	7.1%	-0.6	0.8%	0.2	4.5%	-12.8%	-1.0	0.4
COc1ccc(/C=N/OCC(=O)N(Cc2ccc(OC)cc2)c2ccccc2C(=O)O)cc1	2.3	4.7%[57.1 µM]	1.6	3.4%	1.2	6.2%[57.1 µM]	2.4%	-5.8	0.2

Rewritten with each value named: entries from further up
canonical_smiles: O=c1c2ccccc2nc(COc2ccccc2)n1/N=C/c1cc([N+](=O)[O-])ccc1O
  D2 antag: -4.3	TrxR1 substrate: -3.7%	PI4K2A block: -5.6	mIDH1 inhibitor: -1.7%	D2 agonist: 0.5	rTrxR1 inhibitor: -0.8%	USP1 inh: -1.6%	TRHR PAM: -6.0	TRHR agonist: 0.3

canonical_smiles: Cc1noc(C)c1C(=O)Nc1ccccc1N1CCCC1
  D2 antag: 3.9	TrxR1 substrate: -2.3%	PI4K2A block: 8.7	mIDH1 inhibitor: 6.1%	D2 agonist: -0.9	rTrxR1 inhibitor: 8.0%	USP1 inh: -18.1%	TRHR PAM: 4.1	TRHR agonist: 0.3

Single entries from above.
Reading of `CC(CCc1ccccc1)NC(=O)CSc1n[nH]c(-c2ccccc2)n1` (stereo unspecified) in D2 agonist: -0.8
Reading of `O=C(Cn1cnc2c(OCc3ccccc3)ncnc21)NCCCn1ccnc1` in mIDH1 inhibitor: -2.9%[38.3 µM]

Next entries
SMILES	D2 antag	TrxR1 substrate	PI4K2A block	mIDH1 inhibitor	D2 agonist	rTrxR1 inhibitor	USP1 inh	TRHR PAM	TRHR agonist
CCOc1ccc(N(CC)S(=O)(=O)N2CCCC(C(=O)Nc3ccc(NC(C)=O)cc3)C2)cc1 (stereo unspecified)	/	-5.5%	0.9	11.5%	1.2	-2.3%	-18.1%	5.2	0.5
Cc1ccc2sc(N(CCN(C)C)C(=O)c3ccc(S(=O)(=O)N4CC(C)OC(C)C4)cc3)nc2c1C (stereo unspecified)	-28.7	0.5%	-3.8	3.2%	0.0	3.9%	-18.4%	0.7	1.1
CC(C)[C@H]1C(=O)Nc2ccccc2N1C(=O)N[C@@H](Cc1ccccc1)C(=O)N[C@@H](Cc1ccccc1)C(=O)O	-11.4	6.0%	-11.7	0.8%	0.7	8.9%	-28.7%	3.1	-0.2
O=C(NCCc1ccccn1)c1c(-c2ccsc2)sc2ccccc12	/	-1.4%	-1.2	-0.7%	/	-0.6%	-1.6%	/	/
Cc1oc2c(CN(C)C)c(O)ccc2c(=O)c1-c1cscn1	-2.4	141.0%[activator]	0.7	2.9%	0.4	11.4%	-18.2%	2.4	0.4
NS(=O)(=O)c1ccc(CCNC(=O)c2ccc(NC3=NC4CS(=O)(=O)CC4S3)cc2)cc1 (stereo unspecified)	-5.6	4.8%	4.6	-3.2%	0.9	-1.4%	-23.1%	3.6	0.3
COc1cccc(NC(=O)CN(C)C(=O)CC2CCCCC2)c1	4.9	3.7%	-1.5	-5.1%	0.5	7.1%[57.1 µM]	-8.2%	-3.2	0.9
FC(F)(F)c1cccc(CN2CCN(c3ncccn3)CC2)c1	/	10.1%	-2.5	15.3%	/	10.5%	-11.4%	/	/
O=C(CC(c1cccs1)N1Cc2ccccc2C1=O)Nc1ccccc1 (stereo unspecified)	/	-3.4%	-3.8	-7.4%	0.1	1.6%	-7.8%	-2.3	-0.1
Cc1ccnc(SCC(=O)N2CCN(C(c3ccccc3)c3ccccc3)CC2)n1	-0.1	-2.7%	8.1	1.5%	-0.4	?	-21.4%	-1.3	-0.2
COc1ccc(CCNC(=O)CCCc2ccccc2)cc1	-16.6	-9.5%	2.6	-5.5%	2.6	-12.3%	-5.3%	-4.0	-0.3
COc1ccc(-c2nn(CC(=O)N(C)C)c(=O)c3ccccc23)cc1	-36.2	22.4%	8.6	7.0%	1.4	11.1%	-13.1%	0.2	0.4
CCCN(C(=O)CSc1nnc(-c2ccoc2C)n1N)C1CCS(=O)(=O)C1 (stereo unspecified)	10.8	-3.8%	1.2	-1.1%	0.4	5.5%	-3.0%	-8.6	0.2
COc1ccc(S(=O)(=O)NNC(=O)c2cc3ccccc3o2)cc1	/	-6.2%	2.1	2.3%	/	-9.0%	-13.0%	3.2	-0.4
COc1ccc(N2CCN(C(=O)CCS(=O)(=O)c3cc4c(cc3Cl)NC(=O)CO4)CC2)cc1	/	-5.6%	2.3	-16.1%	1.5	6.0%	-10.8%	10.9	0.3
Cc1ccc(-c2nnc(-c3cccc4ccccc34)o2)cc1	/	41.7%[activator]	-3.7	-3.3%	/	50.5%[57.1 µM]	0.1%	/	/
CC(C)NC(=O)C(=O)NC1CCCCCC1	-19.0	8.7%[57.1 µM]	2.1	1.6%	0.4	15.4%[57.1 µM]	-5.1%	1.3	0.3
Cc1cc(=O)[nH]c2nnc(SCCC(C)C)n12	/	-5.1%[57.1 µM]	-0.8	2.4%	0.8	10.4%[57.1 µM]	-21.9%	-0.2	0.1
CCOCCCNC(=O)C(c1ccccc1)N(Cc1ccc2c(c1)OCO2)C(=O)c1ccc(NC(C)=O)cc1 (stereo unspecified)	/	5.4%	-2.2	10.2%	0.3	14.3%	1.8%	0.3	0.0
O=C(CNC(=O)c1ccco1)NNC(=O)c1ccc(Br)cc1	/	3.0%	0.6	7.7%	/	4.7%	-5.9%	/	/
COc1ccc(/C=N/NC(=O)c2cc(C)on2)c2ccccc12	/	3.3%	6.4	3.9%	/	-11.7%	-1.4%	/	/
CCn1c(=O)c2cc(C(=O)N3CCCC3)sc2c2ccccc21	-0.7	/	/	/	1.7	/	/	-1.6	3.1
CCOc1cc(N2CCOCC2)c(OCC)cc1NC(=O)Cn1cnc2c(=O)n(C)c(=O)n(C)c21	5.4	0.9%	-1.1	-11.0%	1.9	13.3%	-17.9%	-2.9	0.5
N#Cc1nnn(Cc2ccccc2)c1N	/	-0.9%[57.1 µM]	-0.5	1.2%	/	14.3%	-10.6%	10.1	10.2
CCOC(=O)CCCCC(=O)c1[nH]c(=O)[nH]c1CN1CCOCC1	9.1	6.3%[57.1 µM]	-2.3	3.7%	0.5	-0.1%	0.2%	1.9	0.2
Cc1ccccc1NC(=O)C(=O)NCc1ccccn1	/	10.1%	0.6	-1.1%	/	25.3%	-13.8%	-7.0	-1.0
CC(C)(C)c1ccc(C(=O)NCCc2csc3nc(-c4ccccc4F)nn23)cc1	/	0.6%[57.1 µM]	0.6	-1.4%	-0.5	13.2%[57.1 µM]	-21.3%	-0.3	0.1
COCCNC(=O)COc1ncnc2scc(-c3ccc(F)cc3)c12	-3.6	6.3%	-3.1	0.0%	0.1	16.3%	-18.6%	-2.7	-0.2
COc1ccc(Cn2nnnc2C(c2cc3cccc(C)c3[nH]c2=O)N2CCN(C)CC2)cc1 (stereo unspecified)	-0.1	3.4%	1.1	-2.6%	0.5	7.6%	-9.5%	9.5	-0.1
COc1ccc(Cc2nnc(NC(=O)c3ccc(C)cc3)s2)cc1OC	-10.5	-5.4%	-0.4	-15.1%	-1.0	9.0%	-3.1%	-3.5	0.1
CC1CNC(=S)N(c2ccc(F)cc2)C1=O (stereo unspecified)	/	7.9%[57.1 µM]	4.3	7.9%	/	10.7%[11.4 µM]	0.1%	/	/
CN(CC(=O)NCc1ccccn1)S(=O)(=O)c1ccc(Cl)cc1	-0.3	3.0%	1.7	7.5%	0.0	10.7%	-16.2%	1.8	0.0
CCOc1ccc(S(=O)(=O)N(CC(=O)NCc2ccncc2)c2ccc(C)cc2)cc1	-4.3	8.9%[0.0914 µM]	-2.3	0.0%	0.6	8.0%[57.1 µM]	-15.1%	12.5	-0.3
